Screening results as filed in PubChem.
USP8 block: human USP8 deubiquitinase inhibition | inhibition, % at 20 µM | P40818 | hit rate 4.2% among 47,000 | purified USP8, Ub-rhodamine cleavage fluorescence, 30 min | AID 1645853
UCHL1 block: blocks human UCHL1 ubiquitin-rhodamine cleavage; P09936; purified UCHL1, Ub-rhodamine cleavage fluorescence; inhibition, % at 20 µM; hit rate 0.2% among 47,000; AID 1645859
OTUD3 inh: human OTUD3 deubiquitinase inhibition | Q5T2D3 | purified OTUD3, Ub-rhodamine fluorescence, 2 h | inhibition, % at 25 µM | hit rate 0.7% among 47,000
USP28 block: human USP28 deubiquitinase inhibition | purified USP28, Ub-rhodamine cleavage fluorescence, 30 min | AID 1645857 | inhibition, % at 25 µM | hit rate 3% among 47,000 | Q96RU2
USP7 inh: blocks human USP7 ubiquitin-rhodamine cleavage; purified USP7, Ub-rhodamine cleavage fluorescence; inhibition, % at 20 µM; hit rate 0.3% among 47,000
USP17 block: inhibitors of human USP17 deubiquitinase | A8MUK1 | purified USP17, Ub-rhodamine cleavage fluorescence, 3 h | inhibition, % at 50 µM | hit rate 6.5% among 47,000 | AID 1645855
Target sequence (A8MUK1 whole entry, looked up): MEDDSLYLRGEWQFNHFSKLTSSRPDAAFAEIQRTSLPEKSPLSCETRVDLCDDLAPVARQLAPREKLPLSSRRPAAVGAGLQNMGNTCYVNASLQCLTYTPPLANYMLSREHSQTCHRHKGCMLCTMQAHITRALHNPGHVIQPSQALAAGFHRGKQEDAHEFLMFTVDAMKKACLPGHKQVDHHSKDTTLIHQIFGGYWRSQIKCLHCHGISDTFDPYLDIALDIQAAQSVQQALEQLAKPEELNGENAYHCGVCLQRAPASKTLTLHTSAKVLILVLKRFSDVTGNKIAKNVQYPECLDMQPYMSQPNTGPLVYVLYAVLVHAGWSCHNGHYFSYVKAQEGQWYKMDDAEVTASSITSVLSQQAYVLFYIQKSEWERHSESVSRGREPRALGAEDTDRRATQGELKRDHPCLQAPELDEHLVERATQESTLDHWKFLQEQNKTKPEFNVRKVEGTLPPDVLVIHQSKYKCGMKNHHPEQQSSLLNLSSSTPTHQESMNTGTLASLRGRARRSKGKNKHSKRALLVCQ
USP30 block: blocks human USP30 ubiquitin-rhodamine cleavage; purified USP30, Ub-rhodamine cleavage fluorescence; Q70CQ3; inhibition, % at 25 µM; hit rate 5.3% among 47,000; AID 1645860
Target sequence (Q70CQ3 whole entry, looked up): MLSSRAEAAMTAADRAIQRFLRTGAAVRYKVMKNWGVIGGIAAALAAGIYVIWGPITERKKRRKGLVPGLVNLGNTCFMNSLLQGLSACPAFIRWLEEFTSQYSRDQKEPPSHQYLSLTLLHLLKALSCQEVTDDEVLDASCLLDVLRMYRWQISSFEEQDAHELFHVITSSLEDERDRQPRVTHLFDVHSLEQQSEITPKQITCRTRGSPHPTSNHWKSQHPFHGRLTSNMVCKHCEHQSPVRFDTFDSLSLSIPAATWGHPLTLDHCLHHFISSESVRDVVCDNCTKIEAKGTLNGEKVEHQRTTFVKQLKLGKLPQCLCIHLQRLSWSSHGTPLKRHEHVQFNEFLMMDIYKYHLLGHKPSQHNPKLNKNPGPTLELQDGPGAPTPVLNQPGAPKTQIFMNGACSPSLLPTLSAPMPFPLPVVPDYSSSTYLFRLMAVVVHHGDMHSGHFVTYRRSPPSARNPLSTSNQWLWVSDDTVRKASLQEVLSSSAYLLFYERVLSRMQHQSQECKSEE
USP10 block: blocks human USP10 ubiquitin-rhodamine cleavage | hit rate 1.1% among 47,000 | purified USP10, Ub-rhodamine fluorescence, 60 min | inhibition, % at 20 µM | Q14694
The depositor's hits bear a star; i = inactive; · = not tested or not shown. Cut-off read from the data, not from the text of the source: active = inhibition above about 30%; inactive = the rest.

Abbreviations – A = USP8 block; B = UCHL1 block; C = OTUD3 inh; D = USP28 block; E = USP7 inh; F = USP17 block; G = USP30 block; H = USP10 block
[1] Cc1cccc(C(=O)N2CC(C(=O)NCCc3ccncc3)C3(CCOCC3)C2)c1 (stereo not drawn)
  A: 1	B: -1	C: -2	D: -121	E: 1	F: 4	G: -5	H: 0

[2] O=C(CSc1nnc(-c2ccncc2)n1Cc1ccccc1)Nc1ccc(Cl)cn1
  A: -11	B: -6	C: -177	D: -186	E: -18	F: -34	G: i	H: -7

[3] CC12COC3(C(=O)Nc4ccc(Cl)cn4)CC1CCC32C (stereo not drawn)
  A: 5	B: 2	C: 11	D: 6	E: 0	F: 11	G: 9	H: 1

[4] Cc1nnc(N2CCN(C(c3ccccc3)c3ccccc3)CC2)[nH]c1=O
  A: -1	B: -1	C: 2	D: -4	E: -1	F: -1	G: -5	H: 3

[5] CCN(Cc1ccc2c(c1)OCO2)C(=O)CSc1nnc(C(F)(F)F)n1C
  A: 6	B: 3	C: 4	D: -3	E: 3	F: 2	G: 11	H: 2

[6] Cc1ccc(-c2ccc(N3CCCC3)nn2)cc1S(=O)(=O)N1CCCCC1
  A: 0	B: -4	C: -1	D: -5	E: 2	F: 4	G: 0	H: -2

[7] Cc1ccc(Nc2cc(C(=O)N3CCCCC3)c3ccccc3n2)cc1C
  A: 7	B: 9	C: -2	D: 4	E: 0	F: 4	G: 4	H: 5

[8] O=C1COC[C@H]([C@H](O)c2ccc(NC(=O)c3ccc(F)c(Cl)c3)cc2)N1
  A: 7	B: 3	C: -10	D: 26	E: 0	F: -1	G: -2	H: 6

[9] COc1ccc(CCn2c(C)c(C(C)=O)c3cc(OC(=O)COc4ccccc4)ccc32)cc1OC
  A: 0	B: -3	C: -10	D: -6	E: -3	F: -11	G: -11	H: -2

[10] Cc1ncc(CO)c2c1Oc1nc(-c3cccc(Cl)c3)nc(SCC(=O)N3CCCCC3)c1C2
  A: 50*	B: 15	C: 22	D: 19	E: 39*	F: 82*	G: -1	H: 37*

[11] Cc1ccc(S(=O)(=O)N2CCN3Cc4ccccc4N(C)CC3C2)cc1 (stereo not drawn)
  A: -281	B: -162	C: -182	D: -243	E: -143	F: -155	G: i	H: -5

[12] CSc1ccc(CNC(=O)Cn2nc(C)c3c(C)n(-c4ccccc4)nc3c2=O)cc1
  A: 89*	B: 18	C: 20	D: 9	E: 21	F: 40*	G: 10	H: 46*

[13] Cc1cccc(N2CCN(C(=O)c3cccc(N4C(=O)CCS4(=O)=O)c3)CC2)c1
  A: 4	B: 2	C: 2	D: 1	E: 0	F: -17	G: 3	H: -2

[14] Cc1ccc2nc3c(cc(C(=O)N4CCOCC4)n3Cc3ccccc3)c(=O)n2c1
  A: -1	B: 0	C: 14	D: 0	E: -1	F: -33	G: 14	H: -2

[15] N#Cc1ccc(C(=O)N2CCC(Nc3ncnc4c3CCC4)CC2)cc1
  A: 3	B: 1	C: 5	D: -1	E: 1	F: ·	G: 0	H: 2

[16] Cn1c(=O)c2c3c(cnc2n(C)c1=O)C(=O)CC(c1ccc(Cl)cc1)C3 (stereo not drawn)
  A: 8	B: 2	C: 7	D: 8	E: -15	F: 8	G: 0	H: 1

[17] O=C(Cc1ccc(Cl)cc1)N1CCC2(CN(Cc3ccccc3Cl)C2)C1
  A: -14	B: -1	C: 3	D: 0	E: -18	F: -7	G: 1	H: 0

[18] CC1=C(c2ccccc2)S(=O)(=O)N=C1N1CCCN(C(=O)c2cccc(C#N)c2)CC1
  A: 1	B: -1	C: -2	D: -1	E: -1	F: -2	G: 0	H: 1

[19] O=C(NCc1noc(-c2ccccc2)n1)c1ccc(F)cc1
  A: 12	B: 0	C: -1	D: -1	E: 1	F: ·	G: 25	H: 0

[20] NC(=O)C1CCN(C(=O)c2ccc(Cl)c(S(=O)(=O)N3CCCCC3)c2)CC1
  A: -23	B: 1	C: 0	D: 4	E: 4	F: -1	G: 4	H: -3

[21] O=C(O)c1ccc(OC(=O)C(c2ccccc2)c2ccccc2)cc1
  A: 0	B: 3	C: 4	D: 17	E: -9	F: 19	G: 23	H: 13

[22] O=C(c1ccc(F)cc1)N1CCN(Cc2nnnn2-c2ccc(F)cc2)CC1
  A: 5	B: 0	C: -5	D: -4	E: -2	F: -2	G: 4	H: 0

[23] Cc1ccccc1NC(=O)Cn1cnc(-c2noc(-c3ccncc3)n2)c1
  A: 0	B: -1	C: 5	D: -11	E: -1	F: -2	G: 4	H: -7

[24] Cc1noc2nc(C3CC3)cc(C(=O)Nc3nc4ccccc4s3)c12
  A: 6	B: -3	C: -11	D: -29	E: -4	F: -4	G: -57	H: 10

[25] O=C(Nc1ccc(Cl)cc1)N1CCCN(Cc2cccc3ccccc23)CC1
  A: 8	B: 6	C: 3	D: 12	E: -7	F: 6	G: 12	H: 11

[26] O=C(Cn1c(=O)n(Cc2ccco2)c(=O)c2ccc(C(=O)NC3CCCC3)cc21)NCc1ccco1
  A: 45*	B: 6	C: 15	D: 28	E: -2	F: 55*	G: -15	H: 20

[27] COc1cc(N)c(Cl)cc1C(=O)OCC(=O)N1CCc2ccccc2C1
  A: 4	B: 0	C: -10	D: -3	E: -6	F: -9	G: -9	H: 2

[28] Cc1c(N2CCN(S(=O)(=O)c3ccc(F)c(F)c3)CC2)c(=O)n(C)c(=O)n1C
  A: 7	B: -1	C: 13	D: 22	E: 4	F: 44*	G: 37*	H: -2

[29] COc1ccc(-n2ccn3c(CCC(=O)N4CCc5ccccc5C4)nnc3c2=O)cc1
  A: 1	B: -4	C: -1	D: -10	E: -1	F: -4	G: 0	H: 1

[30] CC(C)N1CCc2c(sc3c2C(=O)NC(c2ccco2)N3)C1 (stereo not drawn)
  A: -269	B: -165	C: -193	D: -247	E: -150	F: -173	G: i	H: -5

[31] Cc1cccc(OCC(=O)Nc2ccc(Oc3ccc(Cl)cc3)cc2)c1C
  A: 28	B: 3	C: 16	D: 11	E: 11	F: 26	G: 25	H: 4

[32] CC(=O)c1cccc(NC(=O)c2ccc(CN(c3ccc(C)c(C)c3)S(C)(=O)=O)cc2)c1
  A: 6	B: 7	C: 4	D: 73*	E: 9	F: 14	G: 23	H: 4

[33] COc1ccccc1CN1CCC2(CC1)NC(=O)C(CC(C)C)NC2=O (stereo not drawn)
  A: 2	B: -2	C: -6	D: -8	E: 1	F: -26	G: -6	H: 1

[34] CCN(CC)C(=O)C1Cn2ccnc2C2(CCN(C(=O)C3CC3)CC2)O1 (stereo not drawn)
  A: -27	B: 0	C: 13	D: 4	E: 2	F: 1	G: 12	H: 0

[35] O=C(NCc1ccc(Cl)cc1)[C@@H]1Cc2nc[nH]c2CN1Cc1ccccc1
  A: 24	B: -4	C: -3	D: -5	E: -50	F: ·	G: -16	H: -8

[36] O=C(c1ccccc1)N1CC[C@@H]2[C@H](C1)CN2C(=O)c1ccc(O)cc1
  A: -5	B: 3	C: 10	D: 4	E: 5	F: 10	G: 13	H: 1

[37] Cc1ccc2c(=O)c(C(=O)N3CCCC3)cn(CC(=O)Nc3ccc(C)c(C)c3)c2n1
  A: 16	B: 2	C: 7	D: 4	E: -4	F: 11	G: 4	H: -5

[38] N#Cc1ccc(N2CCN(C(=O)c3cccs3)CC2)cc1
  A: 6	B: 0	C: -3	D: -2	E: -132	F: 0	G: -1	H: 3

[39] Cc1cccc(NC(=O)Cn2cc(S(=O)(=O)N3CCCCCC3)ccc2=O)c1C
  A: 11	B: -2	C: 4	D: 1	E: 0	F: 8	G: 9	H: 1

[40] COc1ccc(-c2cc(=O)c3cc(OC(=O)C4CCCCC4)ccc3o2)cc1
  A: 16	B: 4	C: 8	D: 7	E: 7	F: -37	G: 1	H: 5

[41] CCOC(=O)c1ccc(N(C(=O)c2ccco2)C(C(=O)NC2CCCC2)c2cccc(OC)c2OC)cc1 (stereo not drawn)
  A: 7	B: 6	C: 6	D: 19	E: 5	F: 17	G: 28	H: 2

[42] CCOc1ccccc1N1CCN(C(=O)C2CCN(Cc3cccc(OC)c3OC)CC2)CC1
  A: -12	B: -3	C: 0	D: -8	E: 0	F: -4	G: -8	H: -3

[43] Cc1ccc2c(c1)C(C)(C)C1(/C=C/c3ccco3)NC(=O)CN21 (stereo not drawn)
  A: -6	B: -12	C: -67	D: -27	E: -10	F: -17	G: -367	H: -6

[44] CCc1csc(-c2cn(CC(=O)Nc3cccc(C)c3C)cn2)n1
  A: -27	B: 0	C: 17	D: 20	E: 1	F: 51*	G: 58*	H: 4

[45] O=C(Nc1ccc(F)cc1)C1CCCN(c2cnc3nccnc3c2)C1 (stereo not drawn)
  A: -7	B: -46	C: -120	D: -143	E: -52	F: -168	G: i	H: -7

[46] Nc1ccccc1-c1nnc(Cc2ccccc2)c(=O)[nH]1
  A: 0	B: -1	C: -4	D: -11	E: 2	F: -6	G: -1	H: 0

[47] Cc1cccc(N2CC[C@@H]3CO[C@@H](CNC(=O)c4ccco4)[C@@H]3C2)n1
  A: -227	B: -3	C: -1	D: -10	E: 0	F: -64	G: -11	H: 0

[48] CS(=O)(=O)c1cccc(N2CCN(CC3CC3)C2=O)c1
  A: 2	B: 2	C: 6	D: 33*	E: -2	F: 10	G: 15	H: 1

[49] Cc1ccc(NC(=O)COC(=O)CCc2nc(=O)c3ccccc3n2C)c(Br)c1
  A: 6	B: -50	C: 11	D: 9	E: 4	F: 2	G: 17	H: -2

[50] COc1ccc(Nc2ncnc3c2nnn3C)c(OC)c1
  A: -7	B: 1	C: -5	D: -8	E: 1	F: ·	G: -12	H: -2

(continued)
Abbreviations – A = USP8 block; B = UCHL1 block; C = OTUD3 inh; D = USP28 block; E = USP7 inh; F = USP17 block; G = USP30 block; H = USP10 block
[51] Cc1ccc(NS(=O)(=O)c2cc(-c3[nH]ncc3C(=O)N3CCCC3)oc2C)cc1F
  A: -27	B: -2	C: -9	D: -8	E: -41	F: -43	G: -118	H: 0

[52] COc1ccc(C(=O)NCc2ccc3c(c2)OCO3)cc1S(=O)(=O)N1CCCC1
  A: -8	B: 0	C: -5	D: 1	E: -1	F: -6	G: 0	H: 0

[53] Cc1cc(C)n2nc(C(=O)N3CCCC(Cc4[nH]ncc4C)C3)cc2n1 (stereo not drawn)
  A: -15	B: -4	C: 0	D: -10	E: 0	F: -1	G: 6	H: 1

[54] O=C(NC1CCc2ncc(C(F)(F)F)n2C1)C1CCOCC1 (stereo not drawn)
  A: -16	B: 0	C: -1	D: 4	E: 2	F: -1	G: 8	H: 0

[55] Cc1cc(=O)[nH]c(N2CCN(c3ccc(Cl)cc3)CC2)n1
  A: 25	B: 1	C: 17	D: 13	E: -18	F: 20	G: 21	H: 3

[56] Cc1ccc(C2N3CC4(C)CN2CC(c2ccccc2)(C3)C4=O)cc1 (stereo not drawn)
  A: 5	B: 2	C: 19	D: 11	E: 1	F: 19	G: 34*	H: 4

[57] Cc1cccc(NC(=O)CCN2C(=O)c3cccnc3Sc3ccccc32)c1C
  A: 9	B: 3	C: 5	D: 5	E: 7	F: ·	G: 15	H: 0

[58] O=C(c1ccc(F)cc1)N(c1ccccn1)C1CCCCC1
  A: 24	B: 0	C: 12	D: 10	E: 0	F: 21	G: 20	H: 0

[59] CC1(C)CS(=O)(=O)N(c2cccc(C(=O)NCc3ccccc3)c2)C1=O
  A: 3	B: 1	C: 7	D: 2	E: 3	F: 2	G: 3	H: -1

[60] CSc1cccc(NC(=O)C2C3C=CC4(O3)C2C(=O)N(C2CCCCCC2)C4C(=O)NC2CCCCC2)c1 (stereo not drawn)
  A: 0	B: 6	C: 6	D: 3	E: -194	F: 4	G: 8	H: 9

[61] COC(=O)COc1cc2ccccc2cc1C(=O)Nc1ccccc1
  A: 6	B: 2	C: -2	D: ·	E: -1	F: -9	G: ·	H: 3

[62] Cc1nc(Nc2ccc(Cl)cn2)sc1C(=O)NCc1ccccn1
  A: 50*	B: 1	C: 0	D: 13	E: 8	F: 9	G: 18	H: 2

[63] Cc1ccc(OS(=O)(=O)c2cc(C(F)(F)F)cc(C(F)(F)F)c2)c([N+](=O)[O-])n1
  A: -19	B: -1	C: 10	D: -6	E: 5	F: 0	G: 0	H: 0

[64] CC(NC(=O)CCN1C(=O)c2cccnc2Sc2ccccc21)c1ccccc1 (stereo not drawn)
  A: -9	B: -3	C: -17	D: -23	E: -1	F: -17	G: -45	H: -4

[65] CN(C)CCN1C(=O)C(O)=C(C(=O)c2cc3ccccc3o2)C1c1ccncc1 (stereo not drawn)
  A: -2	B: 0	C: 14	D: 7	E: ·	F: 10	G: -4	H: 0
